Bioassay records from PubChem.
RNase H inhibition – RNase H inhibition, HIV 1 Gag Pol polyprotein, FRET biochemical assay, screening (AID 372). hit rate 0.77% among 100,000. one-dose inhibition, % at 10 µM; IC50 in µM for titrated hits. HIV-1 RT RNase H, FRET RNA/DNA substrate fluorescence; higher % means a stronger effect; in the data active = inhibition above about 50%
An asterisk follows results filed as active. The list is partial. The share of hits here may be higher or lower than overall.

SMILES	RNase H inhibition
C=CCNC(=O)CN(c1ccc(C(C)C)cc1)S(=O)(=O)c1ccccc1	7%
CC1=CC(C)C2COC(c3ccccc3O)C1C2 (stereo not drawn)	8%
Cc1cc(C)nc(SCC(=O)Nc2cccc(C(F)(F)F)c2)n1	7%
Cc1ccc(N2C(=O)CSC2c2ccccc2)cc1 (stereo not drawn)	0%
O=C(Nc1cccc2c1C(=O)c1ccccc1C2=O)c1ccc2c(c1)OCO2	2%
Cc1ccsc1C=Nn1c(-c2ccc(C(C)(C)C)cc2)n[nH]c1=S	25%
CS(=O)(=O)N(CC(=O)Nc1cccc(Cl)c1)c1ccc(Br)cc1	8%
CCC(=O)Nc1ccc(NC(=O)c2cc3ccccc3o2)c(OC)c1	11%
CCOc1ccc(C(=O)Nc2ccc(N3CCOCC3)c(Cl)c2)cc1Cl	19%
O=C(N/N=C/c1cccc([N+](=O)[O-])c1O)/C(=C/c1ccccc1)NC(=O)c1ccccc1	18%
Nc1c(C(=O)O)cc(O)c2c1C(=O)c1ccccc1C2=O	7%
COc1cc2c(cc1NC(=O)c1ccc(I)cc1)oc1ccccc12	10%
O=C(NCc1ccc(Cl)cc1)c1ccco1	0%
CC(/C=C/c1ccc2c(c1)OCO2)=N/NC(=O)c1ccc(Br)cc1	4%
COc1cc(C(=O)Nc2ccc(C(=O)O)cc2)c2ccccc2n1	5%
CCN1C(=O)/C(=C\c2ccc([N+](=O)[O-])o2)SC1=S	12%
Cc1ccc2nc(NC(=O)c3ccccc3Cl)sc2c1	5%
O=C(Nc1ccc(F)c(Cl)c1)c1nn2c(c1Cl)NC(c1ccccc1)CC2C(F)(F)F (stereo not drawn)	13%
c1ccc2c(c1)n(CCN1CCOCC1)c1nc(C34CC5CC(CC(C5)C3)C4)cn21	13%
Cc1cc(C)c(N2C(=O)NC(=O)/C(=C\c3ccccc3Cl)C2=O)c(C)c1	9%
O=C(COc1ccc2ccc(=O)oc2c1)c1ccc(-c2ccccc2)cc1	0%
CCOc1cc(/C=C2\C(=O)N(c3ccc(S(N)(=O)=O)cc3)N=C2C)cc(Br)c1O	27%
Cc1c(C(=O)Nc2ccc3oc(-c4cc(Cl)ccc4Cl)nc3c2)cccc1[N+](=O)[O-]	16%
CCCC1CCC(c2ccc(-c3noc(-c4ccc(OC)c(OC)c4)n3)cc2)CC1 (stereo not drawn)	8%
Cc1ccc(C(=O)NCC2CCCO2)c(Cl)c1 (stereo not drawn)	13%
SMILES	RNase H inhibition
CCOC(=O)c1c(NC(=O)CN2C(=O)c3ccccc3C2=O)sc2c1CCCC2	11%
COCCN1C(=O)C2C3c4ccccc4C(c4ccccc43)C2C1=O (stereo not drawn)	14%
COc1ccc(N2C(=O)CC(N3CCC(Cc4ccccc4)CC3)C2=O)cc1 (stereo not drawn)	20%
O=c1/c(=C/c2cc(Cl)cc(Cl)c2OCc2ccc(F)cc2)sc2nc3ccccc3n12	18%
CCn1c(SCC(=O)NN)nc2ccccc21	6%
COc1ccc(-c2cc(C(=O)Nc3ccccc3C(F)(F)F)c3ccccc3n2)cc1	14%
Cc1c(NC2=NC(C)(C)Cc3ccccc32)c(=O)n(-c2ccccc2)n1C	3%
N/C(=N\OC(=O)c1ccc(Cl)cc1)c1ccccn1	6%
O=C(Cc1ccc([N+](=O)[O-])cc1)Nc1ccc(Nc2ccccc2)cc1	29%
CCOc1ccc(C2=C(C=Nc3ccccc3OC)C(c3ccccc3)c3ccccc3O2)cc1 (stereo not drawn)	5%
COc1ccccc1CC(=O)Nc1ccc(Br)c(C)c1	59%*
CC1(C)Nc2ccccc2-c2nnc(SCc3ccc(Cl)cc3)nc2O1	0%
CCC(CC)NC(=O)c1ccc(OC)c(OC)c1	12%
O=c1c2c3c(sc2[nH]c(=S)n1Cc1ccccc1)CCCC3	9%
CCC(Oc1ccccc1)C(=O)Nc1ccc(Cl)c([N+](=O)[O-])c1 (stereo not drawn)	3%
CCOC(=O)N1N=C(CC)CC1(O)c1ccncc1 (stereo not drawn)	0%
CC(=O)c1ccc(NC(=O)c2ccc3c(c2)C(=O)N(N2C(=O)c4ccccc4C2=O)C3=O)cc1	5%
CCCCOc1ccc2c(C)c(CC)c(=O)oc2c1	20%
CNC(=O)c1c(NC(=O)c2cccs2)sc2c1CCCC2	41%
CCC1(C)Cc2ccccc2/C(=C/C(=O)NC)N1 (stereo not drawn)	20%
COc1ccc(N(CC(=O)Nc2ccc(I)cc2)S(C)(=O)=O)cc1Cl	8%
Cc1ccc(N2C(=O)CC(Sc3ccc(F)cc3)C2=O)cc1 (stereo not drawn)	4%
CCc1c2ccc(C)n2cc[n+]1C	1%
COc1cccc(C(=O)/C=C/c2cccc3ccccc23)c1	12%
CCC(CC)C(=O)Nc1ccccc1OC	14%
SMILES	RNase H inhibition
O=C(Nc1ccc(N2CCCCC2)c(Cl)c1)c1ccc(-c2ccc(F)cc2)o1	6%
CCOC(=O)C1=C(N)Oc2ccc3ccccc3c2C1c1cccc(O)c1 (stereo not drawn)	9%
CC1(C)Cc2ccccc2C(/C=C2\NC(C)(C)Cc3ccccc32)=N1	9%
Cc1ccc(N=Cc2c(O)n(-c3ccc(C)cc3)c(=O)c3ccccc23)cc1	31%
CC1(C)NC(=O)N(CC(O)CN(c2cccc([N+](=O)[O-])c2)S(=O)(=O)c2ccccc2)C1=O (stereo not drawn)	0%
O=C(c1ccccc1)c1ccc2[nH]c3ccccc3c2c1	20%
O=C(NC(=S)Nc1cc(Cl)ccc1Cl)c1ccc(-c2ccccc2)cc1	12%
Clc1ccc(N=Cc2ccccc2OCc2ccccc2)c(Cl)c1	17%
Cc1ccc(NC(=O)c2ccc(C(=O)Nc3ccc(C)cc3)cc2)cc1	4%
COc1ccc2c(c1)C1=NN(/C(C)=C/C(C)=O)C(c3ccc(Br)cc3)C1CC2 (stereo not drawn)	15%
O=C(O)c1ccc(NS(=O)(=O)c2cc(Cl)ccc2Cl)cc1	7%
Cc1cccc2c(N=Nc3nnc4c(n3)[nH]c3c(C)cccc34)c(O)[nH]c12	0%
CCC(Oc1ccccc1)C(=O)Nc1cc([N+](=O)[O-])ccc1C (stereo not drawn)	5%
CC(Nc1cc(N2CCOCC2)ccc1[N+](=O)[O-])C12CC3CC(CC(C3)C1)C2 (stereo not drawn)	0%
COc1ccc(C/C(N)=N/OC(=O)c2ccccc2Cl)cc1	4%
c1ccc(CN2CCC(NC3CCCC3)CC2)cc1	0%
O=C1NC(=S)S/C1=C\c1ccc(OCc2ccc(Br)cc2)cc1	33%
Cc1ccc(Oc2ccc(NC(=O)c3ccco3)cc2)cc1	12%
CC(C)C1Nc2c(O)cc(Cl)c([N+](=O)[O-])c2C2C=CCC21 (stereo not drawn)	11%
Cc1c(-c2nc(-c3ccc(Cl)cc3)no2)cccc1[N+](=O)[O-]	3%
O=C(NCc1ccc(Cl)c(Cl)c1)c1cc2ccccc2oc1=O	1%
CCOC(=O)c1c(NC(=S)Nc2ccccc2)sc(C)c1C	45%
CCOC(=O)C1=C(C)N=c2s/c(=C/c3cc(OC)c(OCC)cc3Br)c(=O)n2C1c1ccccc1OC (stereo not drawn)	6%
Cc1ccc(NC2=C(Cl)C(=O)N(c3ccc(Cl)cc3)C2=O)cc1C	29%
O=C(COc1ccc2c3c(c(=O)oc2c1)CCC3)c1ccc(F)cc1	2%

7 compounds from above, sorted by formula weight, low to high.
SMILES	RNase H inhibition
c1ccc(CN2CCC(NC3CCCC3)CC2)cc1	0%
O=C(c1ccccc1)c1ccc2[nH]c3ccccc3c2c1	20%
CC(C)C1Nc2c(O)cc(Cl)c([N+](=O)[O-])c2C2C=CCC21 (stereo not drawn)	11%
CCOC(=O)c1c(NC(=S)Nc2ccccc2)sc(C)c1C	45%
Cc1cccc2c(N=Nc3nnc4c(n3)[nH]c3c(C)cccc34)c(O)[nH]c12	0%
O=C(NC(=S)Nc1cc(Cl)ccc1Cl)c1ccc(-c2ccccc2)cc1	12%
CC1(C)NC(=O)N(CC(O)CN(c2cccc([N+](=O)[O-])c2)S(=O)(=O)c2ccccc2)C1=O (stereo not drawn)	0%

Remaining list, next part.
SMILES	RNase H inhibition
CCCCCCCCCCNC(=O)CCC(O)CCCCC (stereo not drawn)	1%
O=C(N/N=C/c1cc([N+](=O)[O-])ccc1O)c1ccc(O)cc1O	10%
CCOC(=O)CNC(=S)Nc1ccc(F)cc1	0%
CCCCSc1nc2c(c(=O)n1CC1CCCC1)C1(CCCC1)Cc1ccccc1-2	12%
CCOc1ccc(-c2cc(C(=O)NCc3ccc(Cl)c(Cl)c3)c3ccccc3n2)cc1	7%
O=C1C(Cl)=C(N2CCCCC2)C(=O)N1c1ccccc1Cl	0%
CCC1CCc2c(sc(NC(=O)c3ccccc3Br)c2C(=O)OC)C1 (stereo not drawn)	4%
O=C(N/C(=C\c1cccc([N+](=O)[O-])c1)C(=O)N1CCOCC1)c1cccs1	5%
O=C1C2C(C(=O)N1/N=C/c1ccc(Br)cc1)C1C=CC2C12CC2 (stereo not drawn)	0%
O=C(NC(Nc1ccc([N+](=O)[O-])cc1)C(Cl)(Cl)Cl)c1cccc(I)c1 (stereo not drawn)	17%
C/C(=N/NC(=O)c1ccccc1)c1ccc(F)cc1	0%
COc1cc(/C=C2\SC(=S)N(Cc3ccco3)C2=O)ccc1OC(=O)c1cccc([N+](=O)[O-])c1	10%
O=C(Nc1ccccc1C(=O)N1CCCCC1)c1ccccc1Cl	12%
C/C(=N/NC(=O)CNc1ccccc1C)c1ccc2c(c1)CCCC2	0%
O=C(Nc1nncs1)c1cc(-c2cccc(Br)c2)nc2ccccc12	4%
CCc1ccc(N2C(=O)NC(=O)/C(=C\c3ccc(OCC(=O)O)c(Cl)c3)C2=O)cc1	4%
O=C1/C(=C\C=C\c2ccc([N+](=O)[O-])cc2)SC(=S)N1NS(=O)(=O)c1ccccc1	11%
CCSCCOC(=O)C1=C(C)NC2=C(C(=O)CC(c3ccccc3)C2)C1c1ccccc1OC (stereo not drawn)	12%
CCC(C)(C)C1CCc2c(sc(NC(=O)c3cc(Cl)ccc3OC)c2C(N)=O)C1 (stereo not drawn)	0%
CCOC(=O)C1=C(C)N=c2s/c(=C\c3ccc(-c4ccccc4[N+](=O)[O-])o3)c(=O)n2C1c1ccc(OC)cc1 (stereo not drawn)	5%
COc1cccc(N2C(=O)CC(N3CCOCC3)C2=O)c1 (stereo not drawn)	13%
COc1ccc(C2CC(c3ccccc3)=CC(O)(C(C)(C)C)C2C(=O)C(C)(C)C)cc1 (stereo not drawn)	18%
COc1ccccc1/C=N/NC(=O)/C(=C/C=C/c1ccccc1)NC(=O)c1ccccc1	23%
Cc1ccc(N2C(=O)C(Cl)=C(N3CCCCC3)C2=O)cc1Cl	23%
CCOc1ccc(N2C(=O)c3ccccc3NC2c2ccc(Br)cc2)cc1 (stereo not drawn)	6%

Compounds shown so far with an NH in an aromatic ring, in the order listed:
SMILES	RNase H inhibition
Cc1ccsc1C=Nn1c(-c2ccc(C(C)(C)C)cc2)n[nH]c1=S	25%
O=c1c2c3c(sc2[nH]c(=S)n1Cc1ccccc1)CCCC3	9%
O=C(c1ccccc1)c1ccc2[nH]c3ccccc3c2c1	20%
Cc1cccc2c(N=Nc3nnc4c(n3)[nH]c3c(C)cccc34)c(O)[nH]c12	0%

Next part.
SMILES	RNase H inhibition
O=C(COc1ccc2c(-c3ccccc3)cc(=O)oc2c1)c1ccc(Br)cc1	5%
CCCc1ccc(-c2csc(N)n2)cc1	7%
C/C(=N\N1CCN(Cc2cccc3ccccc23)CC1)c1ccccc1O	13%
CCN(CC)S(=O)(=O)c1ccc(NC(=O)c2cccc([N+](=O)[O-])c2)cc1	11%
CC(C)c1ccc(NC(=O)c2ccc(Cl)c([N+](=O)[O-])c2)cc1	13%
Cc1ccccc1-c1nc2cc(NC(=S)NC(=O)c3ccc(Cl)cc3)ccc2o1	47%
O=C(NCCCCc1ccccc1)c1ccc(Cl)cc1Cl	3%
CC(SCc1ccccc1)C(=O)NC(C)c1ccccc1 (stereo not drawn)	3%
CN1C(N)=NC(=O)/C1=C/c1cc(Br)cc(Br)c1O	8%
CCOC(=O)c1c(NC(=O)c2cc(-c3ccc(C)cc3C)nc3ccccc23)sc2c1CCCCC2	6%
O=C(NC(=S)Nc1ccc(N2CCCC2)cc1)c1ccccc1Br	26%
O=C(CN1C(=O)c2cccc([N+](=O)[O-])c2C1=O)Oc1ccc2ccc(=O)oc2c1	0%
CC(=O)Oc1ccc(C(=O)Nc2cc([N+](=O)[O-])ccc2O)cc1	0%
CN1C(=O)C(=Cc2ccc(OCc3ccccc3)cc2)C(=O)N(C)C1=S	9%
COc1cc(C2Nc3ccccc3NC3=C2C(=O)CC(C)(C)C3)cc(OC)c1OC(C)=O (stereo not drawn)	6%
O=[N+]([O-])c1ccc(N=Nc2c(O)[nH]c3ccccc23)nc1	7%
Cc1ccc(C(=O)/C=C/c2ccc(N3N=C(c4ccccc4)CC3c3ccccc3)cc2)cc1 (stereo not drawn)	0%
O=C1C(=O)N(Cc2cccnc2)C(c2ccc(F)cc2)/C1=C(\O)c1ccccc1 (stereo not drawn)	0%
CC1(C)CC(=NOC(=O)c2ccccc2)CC(C)(C)N1	26%
O=C(CSCc1ccccc1)Nc1nnc(-c2ccc(F)cc2)s1	3%
O=C1NC(=S)N(c2cccc(Br)c2)C(=O)/C1=C/c1ccc(O)c(Cl)c1	25%
O=S(=O)(Cc1ccccc1)Nc1ccc(Br)cn1	3%
Cc1c(OCc2ccccc2)ccc2c3c(c(=O)oc12)CCCC3	5%
C=CCNC(=O)c1cccc(OCc2ccccc2)c1	6%
CCCC(=O)Nc1cc(Cl)ccc1OC	15%

Single entries from above.
`Cc1ccc(C(=O)/C=C/c2ccc(N3N=C(c4ccccc4)CC3c3ccccc3)cc2)cc1` (stereo not drawn) | RNase H inhibition: 0%
`Cc1ccccc1-c1nc2cc(NC(=S)NC(=O)c3ccc(Cl)cc3)ccc2o1` | RNase H inhibition: 47%
`CN1C(=O)C(=Cc2ccc(OCc3ccccc3)cc2)C(=O)N(C)C1=S` | RNase H inhibition: 9%
`O=C(CSCc1ccccc1)Nc1nnc(-c2ccc(F)cc2)s1` | RNase H inhibition: 3%
`O=C(CN1C(=O)c2cccc([N+](=O)[O-])c2C1=O)Oc1ccc2ccc(=O)oc2c1` | RNase H inhibition: 0%
`C=CCNC(=O)c1cccc(OCc2ccccc2)c1` | RNase H inhibition: 6%
`CC(C)c1ccc(NC(=O)c2ccc(Cl)c([N+](=O)[O-])c2)cc1` | RNase H inhibition: 13%
